KB-V1 cytotox: kills drug-selected multidrug resistant KB-V1 cells | AID 1347076 | 3.4% of 400,000 active | Potency, µM (series often up to 46.1 µM), inactives show at the highest dose activity change, negative = cytotoxicity, usual class: cytotoxic | KB-V1 MDR cells viability, CellTiter-Glo, 72 h; note: potency is the fitted concentration of half-maximal effect; % is set by controls: 0 for no effect and ±100 for the full control effect; nearly all actives have a fitted effect of over 60% in size
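KB-V1, DMEM (no phenol red) + 10% FBS; cpd pin-transferred, titration series; 72 h, 37 degrees C; CellTiter-Glo, luminescence. Data normalized, curve-fit.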
PTHR1 agonist: PTHR1 (human) receptor agonism; 0.075% of 410,000 active; Q03431; HEK293 GP2 PTHR1 cells, GloSensor cAMP luminescence, 1 h; Potency, µM (series often up to 115 µM), for the others: at the highest dose activation, most hits filed as activators; note: potency is the fitted concentration of half-maximal effect; nearly all actives have a fitted effect of over 55% in size; some results filed as inactive show a strong effect at the top dose; inactives centre near -15; many of its hits are not listed in these tables
Target sequence (Q03431 whole entry, looked up): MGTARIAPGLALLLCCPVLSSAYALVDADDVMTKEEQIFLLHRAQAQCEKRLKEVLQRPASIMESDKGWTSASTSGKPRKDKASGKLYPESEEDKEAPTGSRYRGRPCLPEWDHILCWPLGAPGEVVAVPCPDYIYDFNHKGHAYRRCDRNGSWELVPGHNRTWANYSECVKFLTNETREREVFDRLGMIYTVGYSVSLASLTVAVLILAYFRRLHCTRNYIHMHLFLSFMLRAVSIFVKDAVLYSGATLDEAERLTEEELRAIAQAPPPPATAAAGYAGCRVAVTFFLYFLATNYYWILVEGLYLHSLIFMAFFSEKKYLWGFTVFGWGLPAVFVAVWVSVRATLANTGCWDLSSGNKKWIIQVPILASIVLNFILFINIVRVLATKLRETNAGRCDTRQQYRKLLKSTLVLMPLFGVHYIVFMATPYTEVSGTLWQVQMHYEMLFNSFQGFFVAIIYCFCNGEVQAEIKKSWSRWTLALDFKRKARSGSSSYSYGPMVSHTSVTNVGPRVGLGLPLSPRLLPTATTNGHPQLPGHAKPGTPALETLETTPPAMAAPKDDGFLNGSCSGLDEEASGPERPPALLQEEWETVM
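HEK-293-derived GP2 cells expressing PTHR1 and a GloSensor cAMP reporter, 3,000/well, plated overnight, given luciferin plus IBMX (each 0.5 mM as added) for 1 h at 37 °C, then compound for 1 h at 37 °C. Luminescence was read after 15 min at room temperature.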
DRD3 agonist: agonists of human D3 dopamine receptor; 0.58% of 410,000 active; AID 652048; D3R DiscoveRx beta-arrestin cells, luminescence, 90 min; P35462; max activation, %; in the data active = max activation above about 30%; note: 0% is about no effect; mostly tested at two doses, the higher about 12 µM
Target sequence (P35462 whole entry, looked up): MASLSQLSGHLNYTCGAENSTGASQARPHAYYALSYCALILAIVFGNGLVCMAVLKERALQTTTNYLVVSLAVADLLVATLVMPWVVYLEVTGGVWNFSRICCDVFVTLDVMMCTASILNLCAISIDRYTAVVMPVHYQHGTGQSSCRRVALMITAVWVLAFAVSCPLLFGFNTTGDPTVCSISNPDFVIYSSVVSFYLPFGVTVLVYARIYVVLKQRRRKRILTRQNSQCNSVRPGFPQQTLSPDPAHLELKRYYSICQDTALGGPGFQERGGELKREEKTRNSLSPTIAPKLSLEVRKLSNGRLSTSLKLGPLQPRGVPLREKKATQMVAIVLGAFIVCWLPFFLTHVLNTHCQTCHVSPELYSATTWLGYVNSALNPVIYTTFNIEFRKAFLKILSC
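Agonist-mode cell screen: cells plated at 1500/well and incubated overnight at 37 °C, then exposed to library compounds for 90 min at 37 °C. Detection reagent was added for 30–60 min at room temperature, and luminescence was read.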
GLP1R cytotox: cytotoxicity in counter-screen for GLP-1R inverse agonists; Potency, µM (top dose mostly 38.3 µM), inactives show top-dose activity change, negative = inhibition, usual class: inhibitors; 0.13% of 410,000 active; HEK293 cAMP-luciferase reporter cells, luminescence, 24 h;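 note: loss of luciferase light is scored as toxicity; potency is the fitted concentration of half-maximal effect; % is set by controls: 0 for no effect and ±100 for the full control effect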
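1536-well qHTS counterscreen of the MLSMR; 200 cells/uL, 12 h pre-incubation, 23 nL cpd, 24 h at 37 deg C 5% CO2, luciferase detection reagent, 12 min RT, luminescence. Inhibition = undesired.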
aSyn rescue: inhibitors of alpha-synuclein toxicity in yeast | Potency, µM (top dose mostly 46.1 µM), for inactives: at the top dose growth rescue (activation), hits mostly activators | 0.14% of 370,000 active | AID 652106 | Yeast expressing alpha-synuclein, growth rescue, BacTiter-Glo, 24 h; note: potency is the fitted concentration of half-maximal effect; % of control where 0% means no effect; nearly all actives have a fitted effect of over 65% in size
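Rescue of yeast growth: cells expressing toxic alpha-synuclein, induced in galactose at OD600 0.02, incubated with compound 24 h at 30 C. ATP luminescence quantified growth; inhibitors of toxicity appear as activators.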
TDP43 rescue: rescues yeast growth from TDP-43 toxicity; TDP-43 expressing yeast growth rescue, BacTiter-Glo, 24 h; Potency, µM (titrated, usually from 46.1 µM), for inactives: top-dose growth rescue (activation), most hits filed as activators; 1.8% of 410,000 active; AID 652104; note: potency is the fitted concentration of half-maximal effect; % of control where 0% means no effect; nearly all actives have a fitted effect of over 50% in size
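Luminescence from BacTiter-Glo reports growth of TDP-43-expressing yeast after 24 hr at 30 deg C with compound. Cells were raffinose-pregrown to mid-log, then seeded in galactose medium at OD600=0.02.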
GLP-1R inv ag: GLP-1 receptor (human) inverse agonism | HEK293 GLP-1R CRE-luciferase, luminescence, 24 h; GLP-1R form is constitutively active | Potency, µM (highest dose often 38.3 µM), inactives show top-dose activity change, negative = inhibition, usual class: inhibitors | 1.6% of 410,000 active | AID 624417; note: potency is the fitted concentration of half-maximal effect; % is set by controls: 0 for no effect and ±100 for the full control effect; nearly all actives have a fitted effect of over 55% in size
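Seeding at 200 cells/uL, 12 h culture, 24 hr compound treatment, then luciferase reagent and a luminescence read; cells are HEK293 stably expressing a constitutively active GLP-1R plus cAMP-responsive luciferase.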
GLP-1R agonist: agonists of human GLP-1 receptor; P43220; HEK293 GLP-1R CRE-luciferase, luminescence, 4-6 h; cells express a hypersensitive GLP-1R form; Potency, µM (top dose mostly 45.6 µM), without a hit: at the highest dose activation, usual class: activators; 0.007% of 380,000 active; AID 624172; note: potency is the fitted concentration of half-maximal effect; % of control where 0% means no effect
D3 antag: D3 dopamine receptor (human) antagonism; P35462; D3R cells, DiscoveRx beta-arrestin luminescence, antagonist mode; active compounds read low; max response, negative = inhibition, %; 2.5% of 360,000 active; AID 652054; in the data active = max response below about -50%; inconclusive = no clear call, values can overlap the other calls; note: % is set by controls: 0 for no effect and ±100 for the full control effect; mostly tested at two doses, the higher about 12 µM
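Cells expressing the human receptor were seeded at 1500 cells/well, incubated overnight at 37 degrees C in 5% CO2, then exposed to library compounds with dopamine controls for 90 minutes at 37 degrees C before luminescent detection.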
An asterisk follows results filed as active; i = inactive; ? = inconclusive; . = not tested or not shown; [ ] = dose if it differs, or a comment. Unless noted, calls come from the whole dose curve; as a rule, active = well fitted curve in the direction sought with a large enough effect; inconclusive = small, poorly fitted or top-dose-only effect, or another doubt; inactive = no such curve, though single readings can be large; an effect the other way counts as inactive or inconclusive. Only part of the results is shown; count on the stated rates, not on these rows.

SMILES	KB-V1 cytotox	PTHR1 agonist	DRD3 agonist	GLP1R cytotox	aSyn rescue	TDP43 rescue	GLP-1R inv ag	GLP-1R agonist	D3 antag
O=C(CSCc1ccccc1)Nc1ccc(Cl)cn1	-2%	i	2	1%	-1%	18%	-21%	-2%	-24
O=C(Nc1cccc(Cl)c1)c1ccc(NC2=NC3CS(=O)(=O)CC3S2)cc1 (stereo not given)	?	i	1	6%	-5%	12%	-12%	0%	21
Cc1cn([C@H]2C[C@H](O)[C@@H](/C=C/C(=O)NCC(c3ccccc3)c3ccccc3)O2)c(=O)[nH]c1=O	14%	-12%	12	0%	2%	24%	32%	2%	23
CCOP(=O)(c1ccccc1)C(O)c1ccc(Br)cc1 (stereo not given)	-2%	-13%	3	9%	5%	7%	-17%	5%	4
COc1cccc(CNC(=O)CN(c2ccc(C(C)C)cc2)S(=O)(=O)c2c(C)n[nH]c2C)c1	4%	-14%	3	-10%	.	?	-29%	0%	.
CN(Cc1ccco1)C(=O)C(Cc1ccccc1)NS(=O)(=O)c1ccc2c(c1)CCC(=O)N2 (stereo not given)	10%	-24%	0	5%	-6%	9%	4%	-7%	-3
CC(C)(C)OC(=O)N1CCC(c2c(C(=O)NCCc3ccccc3)cnn2-c2ccc(F)cc2F)CC1	-18%	i	6	-24%	.	?	?	.	.
Cc1ccc(C(=O)OCC(=O)NC(=O)NCc2ccccc2)cc1C	-1%	-11%	-16	-54%	14%	14%	-9%	4%	17
COc1cc(NC(=O)C(CC(C)C)NS(=O)(=O)c2ccc3c(c2)oc(=O)n3C)c(C(=O)O)cc1OC (stereo not given)	7%	-50%[inhibitor]	-12	27%	.	-26%	9%	.	.
Cc1ccc(-c2nc(CS(=O)CC(=O)NCCN3CCCCC3C)c(C)o2)cc1 (stereo not given)	15%	-20%	-15	0%	-2%	-6%	?	-3%	-24
COc1ccccc1C1=NNC(=Nc2cccc(S(=O)(=O)N(C)C)c2)SC1	?	i	-4	8%[0.307 µM]	-1%	3%	-17%[0.307 µM]	-3%	2
Cc1ccc(S(=O)(=O)NCC(=O)N(CC(=O)NC(C)(C)C)Cc2ccc3c(c2)OCO3)cc1	0%	i	13	-19%	2%	-1%	-9%	15%	13
Cc1cc(=O)[nH]c(SCC(=O)NCCOc2ccccc2)n1	-19%	i	-3	20%	1%	-6%	-12%	-2%	-12
CCCOc1ccc(NC(=O)CC2C(=O)N(c3ccc(C)cc3)C(=O)N2Cc2cccc(OC)c2)cc1 (stereo not given)	.	i	9	-3%	.	4%	-2%	.	.
C=CCn1c(SCC(=O)N2CCCCCC2)nc2ccccc2c1=O	-2%	i	8	2%	2%	8%	?	20%	7
Cc1ccc2c(c1)C(=O)N(CCCCO)C2=O	-15%	-18%	4	82%[activator]	1%	5%	21%	-5%	-2
COc1ccc(-c2nc3c(c(SCC(=O)Nc4cc(C)cc(C)c4)n2)Cc2c(CO)cnc(C)c2O3)cc1	.	i	8	-2%	.	6%	-1%	.	.
CCCn1c(C(CO)Nc2nc(C)cs2)nc2ccccc21 (stereo not given)	?	-20%	0	6%	-1%	7%	18%	-3%	0
Cc1ccc2cc3cc(C(=O)N4CCCCCC4)oc3nc2c1	-14%	-28%	0	-22%	-1%	-6%	?	10%	3
O=C(CN1CCCC1)N1CCCC(c2ccc(F)cc2)c2ccc(F)cc21 (stereo not given)	?	i	-12	5%[1.53 µM]	-2%	-3%	?	10%	4
CCc1noc(C)c1C(=O)N(CC)CC(=O)Nc1cc(Cl)ccc1C	0%	13%	-9	-8%	0%	-28%	16%	-1%	-7
O=C(c1ccc[nH]c1=S)N1CCN(S(=O)(=O)c2ccc(Br)cc2Cl)CC1	0%	-5%	20	-4%	1%	23%	6%	3%	12
CC(=O)NC(Nc1c(C)n(C)n(-c2ccccc2)c1=O)C(Cl)(Cl)Cl (stereo not given)	6%	22%	4	0%	2%	0%	17%	-5%	4
CC1(C)Cc2c(C#N)c(NCCN3CCOCC3)nc(-c3ccccc3)c2CO1	-21%	i	-7	12%	7%	-10%	?	29%	3
COc1ccccc1-c1nnc(Nc2nc3c(OC)cccc3s2)o1	?	i	-5	?	1%	24%	?	-14%	-11
COCCCNC(=O)CN(Cc1ccccc1)S(=O)(=O)c1ccccc1	-16%	i	-1	1%	5%	17%	-20%	5%	0
O=C(Cc1csc(Nc2nc(=S)[nH]c3ccccc23)n1)NCc1ccc(Cl)cc1	-25%	i	-14	4%	0%	-19%	-8%	-2%	-21
C#CCOc1ccc(C2C3=C(COC3=O)Nc3cc4c(cc32)OCO4)cc1OC (stereo not given)	4.6µM*	i	-10	?	3%	-19%	-49%	26%	-28
Cc1c(Br)cccc1NC(=O)C1(C)CCN1C(C)C (stereo not given)	-23%	-5%	2	8%	1%	13%	?	0%	10
CC12CN3CCN(CC(C3)/C1=N\NC(=O)Nc1cccc(Cl)c1)C2	-1%	i	0	-1%	-1%	-6%	-5%	7%	-19

Some entries already given with just D3 antag.
| Structure | D3 antag |
| --- | --- |
| Cc1c(Br)cccc1NC(=O)C1(C)CCN1C(C)C (stereo not given) | 10 |
| CC12CN3CCN(CC(C3)/C1=N\NC(=O)Nc1cccc(Cl)c1)C2 | -19 |

More entries follow.
SMILES	KB-V1 cytotox	PTHR1 agonist	DRD3 agonist	GLP1R cytotox	aSyn rescue	TDP43 rescue	GLP-1R inv ag	GLP-1R agonist	D3 antag
COc1ccccc1C(=O)NCC(=O)NC1CCCc2ccccc21 (stereo not given)	?	i	6	-5%[7.66 µM]	10%	11%	-2%[7.66 µM]	1%	7
c1csc(C2CCCN2c2nc3nonc3nc2NC2CC2)n1 (stereo not given)	27%	i	-4	13%[7.66 µM]	0%	-2%[9.22 µM]	-9%[7.66 µM]	0%	-9
CCN(C(=O)C1CCCN(S(=O)(=O)c2c(C)noc2/C=C/N(C)C)C1)c1cccc(C)c1 (stereo not given)	19%	i	-4	-16%	.	24%	?	.	.
Cn1c(-c2ccc(F)cc2)cnc1SCC(=O)NNC(=O)Cc1ccccc1	-2%	i	3	0%	0%	0%	-20%	6%	-15
CC(=O)OC(C)(C)C#CCN1CCCC1	2%	-7%[57.5 µM]	11	-21%	-10%	-5%	-12%	0%	11
c1ccc(OCCSc2nc3ccccc3o2)cc1	-15%	-20%	-5	18%	7%	10%	20%	-1%	-8
COc1ccc(/C=C(\NC(=O)c2ccc(Cl)cc2)C(=O)NCCCn2ccnc2)cc1OC	2%	-53%[inhibitor]	-15	-6%	-22%	-5%	12%	10%	-13
O=C(NCCc1ccccc1F)C1CCC(=O)N(Cc2ccc(Cl)cc2)C1 (stereo not given)	6%	-20%	-3	-1%	0%	-3%	-21%	-4%	-9
COc1ccccc1CNC(=O)CN1C(=O)NC(Cc2ccccc2)(c2ccccc2)C1=O (stereo not given)	0%	-20%	3	4%	5%	4%	?	-5%	-9
CC(=O)N1CCc2c(sc3c2c(=O)n(-c2ccc(C)cc2)c(=O)n3Cc2ccccc2C)C1	0%	-46%	-11	-6%	.	?	1%	.	.
COc1ccc(C)cc1NC(=O)CSc1nnc(-c2ccco2)n1N	16%	-16%	-6	0%	0%	-6%	32%[activator]	1%	-14
Fc1ccc(-c2cnc3n2CCCCC3)cc1	-7%	i	6	-14%	0%	.	?	-1%	15
CCN(CC)CCOC(=O)c1ccc(NC(=O)CCNC(=O)Cn2ccc3ccccc3c2=O)cc1	1%	1%	0	-15%	-3%	-9%	-20%	1%	-64*
COc1ccc(O)c(CNc2ccccc2F)c1	1%	-23%	0	1%	12%	0%	25%	-5%	1
c1ccc(-c2ccc3nnnn3n2)cc1	-16%	-3%	0	-1%	-2%	13%	8%	2%	6
O=C1CC(SCc2nc3ccccc3[nH]2)C(=O)N1c1ccc(F)cc1 (stereo not given)	23%	i	-4	-7%	-4%	13%	-1%	-8%	-66*
CCCn1c(SCC(=O)Nc2ccccc2OC)nnc1-c1ccco1	?	i	-5	?	2%	18%	?	11%	15
CC(C)c1ccc2c(c1)C(=O)NC(C)(C)C2	-20%	-24%	4	-13%	-2%	4%	-13%	-3%	-6
COc1ccc(N2CCN(C(=O)CSc3nc4c(c(=O)n(C)c(=O)n4C)n3C(C)C)CC2)cc1	?	5%[57.5 µM]	-9	14%	16%	-23%	6%	-1%	-7
O=C(COC(=O)c1n[nH]c(=O)c2ccccc12)Nc1cccc(S(=O)(=O)N2CCOCC2)c1	?	i	-10	0%	-3%	-13%	3%	-6%	0

Some of the entries so far, with values under each structure.
Results follow in this order: KB-V1 cytotox | PTHR1 agonist | DRD3 agonist | GLP1R cytotox | aSyn rescue | TDP43 rescue | GLP-1R inv ag | GLP-1R agonist | D3 antag
- c1ccc(-c2ccc3nnnn3n2)cc1
 : -16% | -3% | 0 | -1% | -2% | 13% | 8% | 2% | 6
- O=C1CC(SCc2nc3ccccc3[nH]2)C(=O)N1c1ccc(F)cc1 (stereo not given)
 : 23% | i | -4 | -7% | -4% | 13% | -1% | -8% | -66*
- CCCn1c(SCC(=O)Nc2ccccc2OC)nnc1-c1ccco1
 : ? | i | -5 | ? | 2% | 18% | ? | 11% | 15

(list continues)
SMILES	KB-V1 cytotox	PTHR1 agonist	DRD3 agonist	GLP1R cytotox	aSyn rescue	TDP43 rescue	GLP-1R inv ag	GLP-1R agonist	D3 antag
O=c1c2c(c(-c3ccccc3)nn1Cc1ccccc1)CCCC2	-2%	i	-2	18%	-2%	?	?	17%	10
COC(=O)c1ncn(C2OC(COC(C)=O)C(OC(C)=O)C2OC(C)=O)n1 (stereo not given)	3%	i	-1	2%	-9%	2%	18%	4%	-13
OC(CN1CCN(c2ccccc2Cl)CC1)c1ccccc1 (stereo not given)	1%	-6%	-2	?	-8%	-8%	?	14%	-84*
O=S1(=O)CC(N2CCCC2)CN1C1CCCCC1 (stereo not given)	-12%	20%	8	8%	1%	3%	2%	1%	9
CCc1nc2ccc(C(=O)Nc3cccc(NS(C)(=O)=O)c3)cn2c1N(C)C(=O)Cc1ccccc1	6%	?	5	3%	-6%	-5%	-1%	-2%	-3
